Screens: PubChem BioAssay, several laboratories
Mac1 fbg inh = blocks human CD11b/CD18 adhesion to fibrinogen | P05107+P11215 | K562 CD11b/CD18 adhesion to fibrinogen, ATPlite luminescence; Mn2+ added to activate the integrin | inhibition, % at 10 µM | 93,000 compounds, 0.54% hits;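 active means primary inhibition of 50% or more at 10 µM, then 40% or more on retest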; further: some results filed as inactive read as strong as hits
PLAP activator = activates human placental alkaline phosphatase. 96,000 compounds, 1.2% hits. purified PLAP enzyme, luminescent substrate read-out; hits give high values. P05187. activation fold at 20 µM; in the data active means activation fold above about 2
FAK inh = FAK (human) kinase inhibition; Q05397; 97,000 compounds, 0.84% hits; inhibition, %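 (tested at 7 µM)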; biochemical FAK kinase activity assay; in the data active means inhibition above about 19%;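 further: 0% = DMSO and 100% = reference compound high control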
Target sequence (Q05397 whole entry, looked up): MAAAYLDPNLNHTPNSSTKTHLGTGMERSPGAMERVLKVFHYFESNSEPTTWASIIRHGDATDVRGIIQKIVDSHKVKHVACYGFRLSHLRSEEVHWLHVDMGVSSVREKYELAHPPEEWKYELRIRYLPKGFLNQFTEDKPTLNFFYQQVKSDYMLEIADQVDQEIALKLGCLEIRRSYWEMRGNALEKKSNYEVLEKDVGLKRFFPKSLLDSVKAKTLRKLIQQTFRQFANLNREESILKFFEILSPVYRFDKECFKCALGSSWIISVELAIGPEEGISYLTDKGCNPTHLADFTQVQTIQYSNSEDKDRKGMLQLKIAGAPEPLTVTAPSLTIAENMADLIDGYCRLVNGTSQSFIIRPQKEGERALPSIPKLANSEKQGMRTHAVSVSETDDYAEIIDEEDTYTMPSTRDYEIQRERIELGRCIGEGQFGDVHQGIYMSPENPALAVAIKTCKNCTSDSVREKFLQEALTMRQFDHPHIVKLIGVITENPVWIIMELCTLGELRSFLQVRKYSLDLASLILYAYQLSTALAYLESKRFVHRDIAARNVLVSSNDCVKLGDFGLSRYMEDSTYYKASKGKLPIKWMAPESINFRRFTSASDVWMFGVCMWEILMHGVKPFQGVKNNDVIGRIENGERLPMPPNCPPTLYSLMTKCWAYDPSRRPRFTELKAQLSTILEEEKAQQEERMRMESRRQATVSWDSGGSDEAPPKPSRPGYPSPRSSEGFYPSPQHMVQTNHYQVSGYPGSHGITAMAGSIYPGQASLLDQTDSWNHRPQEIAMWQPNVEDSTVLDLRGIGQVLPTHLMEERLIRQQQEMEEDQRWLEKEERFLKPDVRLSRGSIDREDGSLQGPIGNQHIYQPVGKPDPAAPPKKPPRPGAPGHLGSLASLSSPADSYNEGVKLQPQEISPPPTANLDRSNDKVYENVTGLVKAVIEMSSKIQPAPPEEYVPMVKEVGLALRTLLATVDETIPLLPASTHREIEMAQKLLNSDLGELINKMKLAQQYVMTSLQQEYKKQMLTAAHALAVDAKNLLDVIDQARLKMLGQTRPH
ERb coact inh = blocks coactivator binding to human estrogen receptor beta; Q92731; TR-FRET ER-beta LBD / SRC1-Cy5 peptide binding; receptor agonist-loaded with 1 µM estradiol; inhibition, % at 25.6 µM; 86,000 compounds, 1.3% hits; AID 633;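 active means compounds whose percent inhibition of the receptor-coactivator binding signal exceeds about 50% in the single-dose screen, limit read from the data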;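 further: 0% = receptor plus peptide wells without compound and 100% = peptide-only wells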
CD11b adhes enh = enhancers of human CD11b/CD18 binding to fibrinogen | K562 CD11b/CD18 adhesion to fibrinogen, ATPlite luminescence | activation, % at 10 µM | 93,000 compounds, 0.07% hits;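 active means 10 µM primary screen giving 50% or more activity, confirmed by 40% or more on retest at that dose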; further: strong numbers were not always called active; reference of the scale not given here
ERa SRC1 pot = enhances coactivator binding to human estrogen receptor alpha. P03372. TR-FRET ERalpha-LBD/SRC-Cy5 coactivator binding, 2 h; 100 = basal binding, no effect. coactivator binding (% of control), % at 25.6 µM. 86,000 compounds, 1.3% hits. AID 639; in the data active means activity above about 200%;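 further: binding measured in presence of low estradiol as agonist stimulus; 0% = peptide alone without receptor and 100% = receptor with peptide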
MT1-MMP txn act = activates MT1-MMP transcription. 86,000 compounds, 0.16% hits. AID 750. HT1080 MT1-MMP promoter luciferase reporter, luminescence, overnight; hits give high values. activation factor at 10 µM;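 active means activation factor of at least 2 for MT1-MMP transcription at 10 µM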
ERa coact inh = blocks coactivator binding to human estrogen receptor alpha; P03372; TR-FRET ER-alpha LBD / SRC-1 peptide, estradiol-bound; inhibition, % at 25.6 µM; 86,000 compounds, 1.7% hits; in the data active means inhibition above about 50%;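 further: 0% = receptor plus peptide control and 100% = peptide only without receptor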
E coli WT exp = blocks growth of wild type E. coli BW25113; growth inhibition, % at 100 µM; 98,000 compounds, 0.15% hits; OD600 absorbance;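 active means growth inhibition above about 50% at one test dose, limit read from the data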;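 further: growth measured after 20 h incubation at 37 °C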
An asterisk follows results filed as active; . = not tested or not shown; [ ] = another dose, or the depositor's remark.

SMILES,Mac1 fbg inh,PLAP activator,FAK inh,ERb coact inh,CD11b adhes enh,ERa SRC1 pot,MT1-MMP txn act,ERa coact inh,E coli WT exp
Cc1cc(C)cc(Oc2ccccc2C=O)c1,13,1.1,6,.,-3,.,.,.,0
Cc1ccc(-c2nnc(N(C)C(=O)c3cccnc3)s2)cn1,9,0.9,-1,7,-2,129,1.2,-5,7
CC1(C)Cc2nc3sc4c(=O)[nH]cnc4c3cc2CS1,-22,0.9,1,3,-5,77,1.7,13,-6
COc1ccc(Cl)cc1C(=O)CSc1nnnn1C1CCCCC1,-10,1.3,1,-10,5,94,1.2,-8,-10
CCCN1C(=O)c2cc(C(=O)Nc3ccccc3CC)ccc2C1O (stereo unspecified),-16,0.9,-9,6,3,105,1.1,-4,6
COc1ccc(C(=O)Nc2ccc3c(c2)nc2n3CCSC2)cc1,-7,0.8,2,8[fluorescence artefact?],-3,120,1.3,13[fluorescence artefact?],5
CC(C)OC(=O)CN1CCN(C2c3ccccc3-c3ccccc32)CC1,.,1.3,-2,-8,.,105,1.2,-6,4
COc1ccc(Cl)cc1S(=O)(=O)N1CCN=C1C,-7,1.4,0,12[fluorescence artefact?],0,86,1.1,6,0
CCC1(C)N=C(c2ccc3c(c2)OCO3)CC(c2ccccc2O)N1 (stereo unspecified),9,1,-2,-7,-1,78,2.4*,11,13
CCN1CCCC1CNC1=NCCCCC1 (stereo unspecified),-12,1,-4,-6[fluorescence artefact?],-3,98[fluorescence artefact?],1.2,-2[fluorescence artefact?],3
N/C(COc1cccc(C(F)(F)F)c1)=N\NC(=O)c1cccnc1Oc1ccccc1,6,1.5,2,1,-6,122,1.1,-13,14
CN(C)c1nc(SCc2ccccc2)nc(N2CCOCC2)n1,.,1.2,6,7,.,89,1,-2,10
O=S1(=O)c2ccccc2N=NN1Cc1ccc(Cl)cc1,24,1.3,-1,25,-5,44[fluorescence artefact?],.,32,7
Cn1ccnc1SCC(=O)N(C1CCCCC1)C1CCCCC1,-10,0.9,4,-3,0,112,1,2,3
O=C(CSCc1c(F)cccc1Cl)NCC1CCCO1 (stereo unspecified),.,0.9,-2,-3,.,118,1.1,-1,-2

Taken from above:
`O=S1(=O)c2ccccc2N=NN1Cc1ccc(Cl)cc1` in PLAP activator is listed with 1.3
`COc1ccc(Cl)cc1C(=O)CSc1nnnn1C1CCCCC1` in CD11b adhes enh is listed with 5

Additional records follow.
SMILES,Mac1 fbg inh,PLAP activator,FAK inh,ERb coact inh,CD11b adhes enh,ERa SRC1 pot,MT1-MMP txn act,ERa coact inh,E coli WT exp
O=S(=O)(Nc1ccncc1)c1ccccc1,-11,0.8,-8,6[fluorescence artefact?],2,87,1.1,9,3
COc1cc(OC)c(NC(=O)CCc2ccccc2)cc1Cl,0,0.9,2,-7,-3,94,1.2,-1,9
O=C(CSc1nccc2ccccc12)N1CCN(c2ccccn2)CC1,5,1.2,-4,8[fluorescence artefact?],-1,89[fluorescence artefact?],1.2,-8[fluorescence artefact?],-4
Cc1ccc(-c2nnn(CC(=O)Nc3cccc4cccnc34)n2)o1,7,1.1,0,-2,0,113,1.1,4,-8
Cc1ccc(C(=O)C2=C(O)C(=O)N(CCN(C)C)C2c2ccccn2)o1 (stereo unspecified),.,.,5,-1,.,133,1.1,-3,.
O=C(Nc1nnc(-c2ccccc2)o1)Nc1ccccc1Cl,34,1.5,.,-11,-2,99,0.9,-2,-3
COc1cc(NC(=O)c2c(-c3ccccc3Cl)noc2C)c2ncccc2c1,.,.,.,-8,.,133,1,-4,.
COc1ccc(OC)c(S(=O)(=O)N(C)CC(=O)N2CCN(c3ccccc3F)CC2)c1,-24,1.4,2,-21[fluorescence artefact?],1,106[fluorescence artefact?],1,-12,2
CC(C)CC(NC(=O)c1ccc(Cl)cc1Cl)C(=O)O (stereo unspecified),0,1.1,1,-3,0,106[fluorescence artefact?],1.1,-8,6
O=C(NS(=O)(=O)c1ccccc1)c1ccccc1F,-22,0.9,-1,-6,2,102,1.2,-8,9
CC1(C)Cc2c(C#N)c(NCCc3ccccc3)nc(-c3ccco3)c2CO1,-2,1.2,.,1,10,100,1.1,-9,-15
Cc1ccc(-c2ccc(CCC(=O)O)n2CC2CCCO2)cc1 (stereo unspecified),.,1.3,2,-10,.,107,1.1,-3,16
Cc1[nH]n(-c2cccc(Cl)c2)c(=O)c1-c1ccc(Cl)cc1,95*,1,-3,-12,-8,103[fluorescence artefact?],1.4,-7,-4
C/C(=C\C(=O)c1ccc(C)cc1)Nc1cccc(O)c1,-13,1.1,16,7,1,102[fluorescence artefact?],1.2,-1,-1
COc1ccc(C(=O)Nc2ccc(C)cn2)c(OC)c1,76*,0.8,5,-17,-8,108,0,-17,2

A draw from above in order of length of the SMILES, falling.
SMILES,Mac1 fbg inh,PLAP activator,FAK inh,ERb coact inh,CD11b adhes enh,ERa SRC1 pot,MT1-MMP txn act,ERa coact inh,E coli WT exp
COc1ccc(OC)c(S(=O)(=O)N(C)CC(=O)N2CCN(c3ccccc3F)CC2)c1,-24,1.4,2,-21[fluorescence artefact?],1,106[fluorescence artefact?],1,-12,2
Cc1ccc(C(=O)C2=C(O)C(=O)N(CCN(C)C)C2c2ccccn2)o1 (stereo unspecified),.,.,5,-1,.,133,1.1,-3,.
CC1(C)Cc2c(C#N)c(NCCc3ccccc3)nc(-c3ccco3)c2CO1,-2,1.2,.,1,10,100,1.1,-9,-15
COc1cc(NC(=O)c2c(-c3ccccc3Cl)noc2C)c2ncccc2c1,.,.,.,-8,.,133,1,-4,.
Cc1[nH]n(-c2cccc(Cl)c2)c(=O)c1-c1ccc(Cl)cc1,95*,1,-3,-12,-8,103[fluorescence artefact?],1.4,-7,-4
Cc1ccc(-c2nnn(CC(=O)Nc3cccc4cccnc34)n2)o1,7,1.1,0,-2,0,113,1.1,4,-8
O=C(CSc1nccc2ccccc12)N1CCN(c2ccccn2)CC1,5,1.2,-4,8[fluorescence artefact?],-1,89[fluorescence artefact?],1.2,-8[fluorescence artefact?],-4
Cc1ccc(-c2ccc(CCC(=O)O)n2CC2CCCO2)cc1 (stereo unspecified),.,1.3,2,-10,.,107,1.1,-3,16
C/C(=C\C(=O)c1ccc(C)cc1)Nc1cccc(O)c1,-13,1.1,16,7,1,102[fluorescence artefact?],1.2,-1,-1
O=C(Nc1nnc(-c2ccccc2)o1)Nc1ccccc1Cl,34,1.5,.,-11,-2,99,0.9,-2,-3
Cn1ccnc1SCC(=O)N(C1CCCCC1)C1CCCCC1,-10,0.9,4,-3,0,112,1,2,3
COc1ccc(C(=O)Nc2ccc(C)cn2)c(OC)c1,76*,0.8,5,-17,-8,108,0,-17,2
O=C(NS(=O)(=O)c1ccccc1)c1ccccc1F,-22,0.9,-1,-6,2,102,1.2,-8,9
O=C(CSCc1c(F)cccc1Cl)NCC1CCCO1 (stereo unspecified),.,0.9,-2,-3,.,118,1.1,-1,-2
O=S(=O)(Nc1ccncc1)c1ccccc1,-11,0.8,-8,6[fluorescence artefact?],2,87,1.1,9,3

Next section.
SMILES,Mac1 fbg inh,PLAP activator,FAK inh,ERb coact inh,CD11b adhes enh,ERa SRC1 pot,MT1-MMP txn act,ERa coact inh,E coli WT exp
CCN(CC)CCNC(=O)CS(=O)Cc1nc(-c2ccc(Cl)cc2)oc1C (stereo unspecified),.,1.3,1,-6[fluorescence artefact?],.,94,1.2,-11,-2
O=C(NCCN1CCOCC1)c1ccc(F)cc1,0,0.9,-1,-6,0,115,1.2,-4,-2
CCNc1nc(NCC)nc(N2CC(=O)N(CC(=O)OCC)C2=N)n1,.,.,-1,-10,.,128,1.5,-8,.
O=P(/C(=N/O)Sc1ccccc1)(N1CCOCC1)N1CCOCC1,-9,1.1,-10,.,2,.,1.1,.,4
C=CCOC(=O)CCP(=O)(CCC(=O)OCC=C)c1ccccc1,-9,1.4,-1,9[fluorescence artefact?],3,113[fluorescence artefact?],1.1,6,-8
Cc1ccc2[nH]c(-c3ccccc3)cc(=O)c2c1,16,1.1,-1,-2[fluorescence artefact?],3,89,0.4,7[fluorescence artefact?],4
Cc1nc(N2CCOCC2)[nH]c(=O)c1CCC(C)C,7,1.1,0,5,0,110,1,-1,5
CC1(C)CC(=O)C2=C(C1)OC(N)=C(C#N)C21CCN(Cc2ccccc2)CC1,7,1.4,.,-2,-2,92,1.1,-1,6
CCNC(=O)CC1C(=O)N(c2ccc(F)cc2)C(=O)N1CCC(C)C (stereo unspecified),-10,0.9,-3,-15,4,12,1.1,32[fluorescence artefact?],1
CC(C)(C)n1nnnc1C(c1ccccc1F)N(Cc1ccco1)CC1CCCO1 (stereo unspecified),-10,1.7,2,7,2,98,1,-7,-6
COc1ccc(OC)c2sc(NC(=O)c3ccc(Br)s3)nc12,-3,1.2,.,70*[fluorescence artefact?],16,126,1.1,82*[fluorescence artefact?],-4
COc1ccc(-n2c(SCCC#N)nnc2-c2cc(Cl)ccc2OC)cc1Cl,.,.,-2,46[fluorescence artefact?],.,399*[fluorescence artefact?],1.1,47[fluorescence artefact?],-13
COc1ccc(-c2nnc3ccc(SCC(=O)N4CCN(c5ccccc5)CC4)nn23)cc1OC,.,.,.,-1,.,100,1,-7,.
CCC1CCCCN1C(=O)COC(=O)c1ccc(S(=O)(=O)N2CCOCC2)cc1 (stereo unspecified),3,1.2,.,3,-4,81,1.1,9[fluorescence artefact?],3
O=C(NCCc1cccc(F)c1)[C@@H]1CSC2c3ccccc3C(=O)N21 (stereo partly specified),-8,0.8,5,16,1,117,1.3,11,-2
O=C(CCC(=O)NC1CCCCCCC1)Nc1nnc(C(F)(F)F)s1,4,0.9,0,-13,4,93,1.1,-5,-2
Cc1ccc(-c2nc3ncccn3c2NC2CCCC2)o1,-7,0.9,-1,3,-1,94,.,-1,0

No enrichment for hits; about 5.1% have a hit in one of these screens.
